D2 antag: antagonists of human D2 dopamine receptor; inhibition, % at 10 µM; P14416; 2% of 340,000 active; HEK293 TREx D2 cells, calcium flux, dopamine EC80; in the data active = inhibition above about 30%; also: 0% is about no effect
Target sequence (P14416 whole entry, looked up): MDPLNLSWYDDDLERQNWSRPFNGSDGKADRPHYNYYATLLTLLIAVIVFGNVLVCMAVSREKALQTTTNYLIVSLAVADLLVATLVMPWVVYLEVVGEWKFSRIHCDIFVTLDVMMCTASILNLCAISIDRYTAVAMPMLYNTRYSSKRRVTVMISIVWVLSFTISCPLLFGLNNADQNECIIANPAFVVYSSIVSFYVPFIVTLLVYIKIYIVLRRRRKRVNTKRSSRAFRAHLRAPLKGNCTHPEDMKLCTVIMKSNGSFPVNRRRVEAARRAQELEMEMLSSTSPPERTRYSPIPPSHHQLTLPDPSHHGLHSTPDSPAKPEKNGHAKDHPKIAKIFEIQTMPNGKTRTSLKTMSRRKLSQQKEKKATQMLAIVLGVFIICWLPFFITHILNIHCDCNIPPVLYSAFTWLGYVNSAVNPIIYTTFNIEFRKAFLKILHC
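In this primary screen, negative modulation is detected by tracking calcium flux after an EC80 dopamine challenge in inducible HEK293 T-REx D2 cells preexposed to test compound for 180 s.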
TRHR enhancer: TRH receptor (human) allosteric enhancement | P34981 | TRHR cells, fluo-8 calcium fluorescence, EC20 TRH enhancement | enhancement, % at 2 µM | 0.66% of 360,000 active | AID 493056; in the data active = enhancement above about 30%; also: 0% is about no effect
Target sequence (P34981 whole entry, looked up): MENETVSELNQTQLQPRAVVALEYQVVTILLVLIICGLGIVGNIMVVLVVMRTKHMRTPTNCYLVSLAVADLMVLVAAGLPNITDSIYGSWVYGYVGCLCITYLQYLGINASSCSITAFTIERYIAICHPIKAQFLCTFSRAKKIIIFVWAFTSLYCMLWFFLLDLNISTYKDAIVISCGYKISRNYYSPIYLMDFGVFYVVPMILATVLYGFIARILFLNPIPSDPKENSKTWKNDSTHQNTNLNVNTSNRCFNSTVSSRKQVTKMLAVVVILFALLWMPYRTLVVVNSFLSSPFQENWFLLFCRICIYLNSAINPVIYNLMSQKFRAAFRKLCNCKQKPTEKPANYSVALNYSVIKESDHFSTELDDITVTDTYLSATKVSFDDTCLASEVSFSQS
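Enhancer read-out: after compound pinning and an initial kinetic agonist-mode read, an EC20 of TRH (10 nM final) was injected and fluo-8 calcium signal (Ex 480/Em 530) followed at 1 s/cycle for 100 cycles in TRHR-expressing cells.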
D2 PAM: positively modulates the human D2 dopamine receptor allosterically. P14416. HEK293 T-REx D2, calcium flux, EC20 dopamine potentiation. potentiation, % at 10 µM. 0.34% of 340,000 active. AID 485347;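 active = potentiation over 3 SD above the plate norm, cut at about 30% in these data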; also: 0% is about no effect
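Cells plated with tetracycline inducer and held overnight at 30 C; calcium dye loaded 30–90 min at room temperature; baseline taken, compound added and read 180 s; EC20 dopamine then added and read 180 s.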
TRHR ag: agonists of human TRH receptor; TRHR cells, calcium flux fluo-8, FDSS agonist mode; 0.18% of 360,000 active; AID 493084; activation, % at 2 µM; P34981; also: 0% is about no effect
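Agonist-mode FDSS calcium read (Ex 480/Em 530, 1 s cycles) in 1536-well TRHR cells with fluo-8 dye, after 10-cycle baseline and 23 nL compound addition; TRH at EC20 (10 nM final) added afterwards for the enhancer phase.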
D1 ag: human D1 receptor agonism; 1% of 360,000 active; P21728; activation, % at 2 µM; AID 504660; HEK293 T-REx D1 cells, calcium flux, agonist mode; also: 0% is about no effect
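Tetracycline-induced HEK293 TREx D1 cells, force-coupled to calcium signalling, were dye-loaded with a no-wash calcium kit. Compound was pin-added after a 10 s baseline. Fluorescence was read kinetically at 1 cycle/s for 180 s, with calcium rises flagged as agonism.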
RXFP1 antagonist: RXFP1 (human) relaxin receptor antagonism; HEK293-RXFP1, relaxin-stimulated cAMP HTRF, 30 min; stronger effect = lower value; activity change, negative = inhibition, % at 57.5 µM; 0.59% of 350,000 active; AID 1259400;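 active = activity change of -60% or lower, but not beyond a set lower limit; inconclusive = change between -60% and -40%, or beyond the set limit; inactive = change above -40%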; also: % is scaled to controls: 0 for no effect and ±100 for the full control effect
D2 agonist: agonists of human D2 dopamine receptor; AID 485358; P14416; 0.53% of 340,000 active; HEK293 T-REx D2 cells, calcium flux agonist mode; activation, % at 2 µM;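 active = activation over 3 SD above normal in the single-dose calcium agonist read, cut at about 30% in these data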; also: 0% is about no effect
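Agonism scored from kinetic calcium signal (1 read/sec, 180 s) following compound pin transfer, after a 10 s baseline. Cells: HEK293 Trex line expressing inducible D2 receptor coupled to calcium, dye-loaded after overnight culture at 30 C.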
D1 antag: antagonists of human D1 dopamine receptor. P21728. HEK293 TREx D1 cells, calcium flux, dopamine EC80; stronger effect = lower value. activity change, negative = inhibition, % at 10 µM. AID 504652. 3.2% of 360,000 active; in the data active = activity change below about -30%; also: % is scaled to controls: 0 for no effect and ±100 for the full control effect
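After overnight tetracycline induction at 30 C, force-coupled D1 HEK293 cells took up a no-wash calcium dye at room temperature. Compounds were added and monitored 180 s, and the response to EC80 dopamine was then recorded.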
D1 PAM: enhances dopamine response at the human D1 receptor; P21728; HEK293 TREx D1 cells, calcium flux, dopamine EC20 potentiation; potentiation, % at 10 µM; 0.036% of 360,000 active; AID 504651; in the data active = potentiation above about 30%; also: 0% is about no effect
* hit, by the source's call; ? = inconclusive; . = no result given. Rule as the data show it, unless noted: active = activation above about 30%; inactive = the rest.

SMILES	D2 antag	TRHR enhancer	D2 PAM	TRHR ag	D1 ag	RXFP1 antagonist	D2 agonist	D1 antag	D1 PAM
O=C(COc1ccccc1Br)NCCc1nc2ccccc2[nH]1	20.0	9.1	-2.1	-1.2	-1.7	.	0.8	7.9	-7.6
Cc1ccccc1Cn1c(=N)n(CC(=O)c2ccco2)c2ccccc21	-1.9	-2.6	-10.6	-0.1	4.7	-2.4	-0.1	3.7	-7.1
CCN(CC)C(=O)c1c(-c2ccccc2)oc2ccc(O)cc12	-8.4	4.5	5.9	0.5	0.7	14.8	0.1	-30.8*	-2.6
CC(C)CNC(=O)c1ccccc1NC(=O)Nc1ccccc1	0.4	1.2	-2.3	-1.0	0.2	12.2	0.6	10.7	-2.2
O=C(OCc1cc2ccccc2[nH]c1=O)c1ccccc1	-6.1	24.4	15.1	-2.3	6.3	6.0	-0.6	-10.8	-6.7
Cc1cc(C)nc(/N=c2/ssnc2Cl)c1	-7.3	-1.7	10.1	-0.5	0.7	-6.0	0.1	-13.1	-3.0
COC(=O)CSc1nnc(-c2cccnc2)n1-c1cc(OC)cc(OC)c1	.	-4.2	.	0.2	1.6	22.9	.	11.0	0.8
COCCCC1CCN(Cc2cn[nH]c2-c2cc(OC)c(OC)c(OC)c2)CC1	.	13.1	2.9	-0.9	-0.1	-4.9	.	0.6	-1.1
COc1ccc(O)c(C(=O)c2cnn(-c3ccccc3)c2)c1	-4.9	18.7	13.1	-1.9	1.3	-18.0	-0.7	-15.5	-4.9
CCOC(=O)C1=C(C)NC(C)=C(C(=O)OCC)C1c1ccco1	2.6	1.3	-5.5	-0.6	0.1	-1.5	0.2	-8.5	-6.0
CN(CC(=O)Nc1sc2c(c1C#N)CCCCC2)Cc1nc2ccccc2c(=O)[nH]1	-0.8	4.2	15.7	0.2	0.9	10.7	0.5	5.1	-3.6
CCOC(=O)c1ccccc1NC(=O)CSc1nnc(COc2ccccc2)n1CC	1.2	-1.6	-2.6	-0.8	0.5	-8.6	-1.9	33.0	1.1
N#Cc1cc2c(=O)n3ccccc3nc2n(CCN2CCOCC2)c1=O	7.9	-5.9	13.5	0.0	3.5	.	0.1	2.0	-1.0
Cc1c(NCc2ccccc2O)c(=O)n(-c2ccccc2)n1C	0.4	-4.8	-4.9	-0.8	3.7	4.8	-1.5	-3.3	-2.6
Cc1cc(C)nc(NS(=O)(=O)c2ccc(NC(=S)NC(=O)c3ccco3)cc2)n1	-12.8	3.1	-7.1	0.6	0.8	-4.9	-0.2	11.1	-4.2
Cc1cc(C)nc(Nc2nc(-c3ccccc3)cs2)n1	-10.0	-13.0	5.5	1.0	2.0	-7.4	0.4	-11.3	2.5
Nc1c(C(=O)NCc2ccc3c(c2)OCO3)nnn1Cc1ccc(Br)cc1	-9.9	-6.0	26.5	4.0	31.5*	-37.1	13.6	-3.5	3.6
CCCCCOC(=O)Cc1c(O)c2ccccc2[nH]c1=O	20.1	-6.0	-4.9	-0.1	1.3	-10.7	-1.0	-17.1	1.4
Cc1ccc2[nH]c3c(=O)n(CC(=O)N4CC(C)CC(C)C4)ncc3c2c1 (stereo not drawn)	-4.1	6.0	11.6	0.0	-0.7	11.7	-1.2	11.6	0.6
COc1ccc(S(=O)(=O)NCC(=O)NCc2cc(=O)n(C)c(=O)n2C)cc1C	-8.8	-1.0	-6.3	-0.2	0.8	-0.6	-0.9	14.5	-1.4
Cn1c(Cn2nnc3ccccc32)nnc1SCC(=O)Nc1ccc2c(c1)OCO2	8.1	2.2	-0.5	-0.2	0.3	-5.7	-0.2	3.9	-8.6
CCCc1nnc(NC(=O)Cn2c(=O)oc3ccccc32)s1	-6.8	15.9	-4.2	0.9	22.8	5.3	1.0	-7.8	0.4
COc1cccc2c(=S)c(CCC(C)=O)c(C)[nH]c12	10.8	12.2	2.2	-0.4	3.8	-3.6	-1.1	-5.0	-5.7
Cc1sc(NC(=O)C2=COCCO2)nc1-c1ccc(Cl)cc1	4.7	1.2	-8.2	0.0	2.0	-7.3	0.4	-13.0	-4.2
Cc1ccc(Cc2cc(-c3ccc(C)cc3)n[nH]c2=O)cc1	5.3	6.6	-9.2	0.5	0.3	-34.5	-0.6	-20.7	-3.5
CCOc1ccccc1NC(=O)Cn1c(=O)n(Cc2ccccc2)c(=O)c2cccnc21	.	1.1	7.9	-0.6	-0.5	.	-0.3	-4.5	-3.8
CC(=O)NS(=O)(=O)c1ccc(NC(=S)NC(=O)C(C)C)cc1	-11.3	16.1	12.7	0.0	3.1	-9.8	0.4	-1.6	-1.5
S=C1NNC2(NN1)C1CC3CC(C1)CC2C3	-16.2	4.7	-11.9	-0.2	0.0	-1.3	0.9	-15.4	0.6
Cc1ccc(C)c(N2CCN(C(=O)c3ccc4c(Cl)c5c(nc4c3)CCCC5)CC2)c1	.	2.0	-2.7	0.1	4.6	.	.	2.6	8.7
COc1ccccc1CNC(=O)[C@H](C)NC(=O)C1CCN(C(=O)[C@@H](N)C(C)C)CC1	7.2	-6.5	-9.3	-0.4	0.3	.	-1.6	-11.2	-3.0

Some entries already given with just D1 PAM, RXFP1 antagonist and D2 antag.
structure	D1 PAM	RXFP1 antagonist	D2 antag
S=C1NNC2(NN1)C1CC3CC(C1)CC2C3	0.6	-1.3	-16.2
Cc1ccc(C)c(N2CCN(C(=O)c3ccc4c(Cl)c5c(nc4c3)CCCC5)CC2)c1	8.7	.	.

The list continues:
SMILES	D2 antag	TRHR enhancer	D2 PAM	TRHR ag	D1 ag	RXFP1 antagonist	D2 agonist	D1 antag	D1 PAM
Cn1c(CNS(=O)(=O)c2ccc(Cl)cc2)cc(=O)n(C)c1=O	13.8	3.0	6.6	-0.1	1.7	49.0	-0.4	-5.5	-1.9
CSc1ccccc1C(=O)Nc1ccc(C)c(C)c1	-7.2	2.5	-8.9	-1.1	-0.6	-4.5	0.4	1.4	-10.7
CCCCNC(=O)Cn1c2c(c(-c3ccccc3Cl)cc1=O)CCC2	-17.0	1.0	-10.6	-0.5	6.8	4.9	-1.6	-9.6	.
O=C(O)CSC(NC(=O)c1cccnc1)(C(F)(F)F)C(F)(F)F	-0.6	-1.3	-7.7	-1.6	3.7	-9.2	-0.3	-5.1	3.5
COc1cc(/C=C/C(=O)OCC(=O)c2c[nH]c3ccccc23)ccc1OC(F)F	4.2	0.0	-0.9	0.2	5.5	-10.1	0.2	-16.2	-4.0
O=C(Nc1ccccc1F)C1(c2ccccc2)CC1(Cl)Cl (stereo not drawn)	-8.9	0.2	11.5	-0.2	1.1	-18.2	-0.6	13.0	-3.0
CNC1(C(N)=O)CCNCC1	2.9	-2.5	19.1	0.4	1.9	-8.3	1.5	-4.6	-2.4
CCOc1ccc(-c2c(=O)n(OCc3ccc([N+](=O)[O-])cc3)c3ccccc3[n+]2[O-])cc1	-7.2	-1.4	-5.4	-1.9	2.8	.	-1.0	-12.8	-10.4
CCOC(=O)Cc1csc(CC(N)=O)n1	11.0	-0.8	12.2	0.4	0.6	6.0	0.9	11.5	-1.2
COc1ccc(C(=O)CN2C(=O)c3ccccc3S2(=O)=O)cc1	-3.5	1.8	-3.9	0.5	3.8	-16.1	-0.2	-17.9	-0.3
CCn1cc(S(=O)(=O)c2cc(C)cc(C)c2)c(=O)c2cc(F)c(N3CCN(c4ccccc4)CC3)cc21	.	8.2	-7.2	-0.2	-0.6	-13.4	0.3	-3.1	-1.9
COc1cccc(NC(=O)CN2C(=O)NC(C)(CCC(C)C)C2=O)c1 (stereo not drawn)	10.1	-2.1	10.5	0.4	2.1	-21.0	0.7	5.8	-3.2
COC(=O)Cn1c(=O)n(CCc2ccccc2)c(=O)c2c3c(sc21)CCCC3	8.0	13.0	-4.4	0.5	2.0	10.6	-0.9	-3.9	-6.0
CCc1ccc(CNC(=O)c2ccc(NC(=O)N3CCSc4ncccc43)cc2)cc1	.	6.0	11.5	0.4	-0.1	-11.0	0.1	2.7	-2.6
COc1ccc(CNS(=O)(=O)c2ccc3c(c2)CCN3C(=O)C2CCC2)cc1	12.0	8.3	0.7	-1.5	7.7	11.8	0.0	-6.9	-8.0
CC(=O)c1ccc(S(=O)(=O)N2CCN(C(=O)CSc3ccc(F)cc3)CC2)cc1	-8.8	-0.6	2.8	-0.2	-1.4	13.2	0.9	-8.9	-6.7
CCOc1ccc(OCC)c(NC(=O)C2CCN(S(=O)(=O)c3c(C)[nH]c(=O)[nH]c3=O)CC2)c1	-24.5	1.8	0.4	1.5	0.8	4.1	-0.3	9.0	-10.9
CC1(C)Cc2cccc(OCC(=O)N3CCN(S(=O)(=O)c4ccccc4)CC3)c2O1	-11.1	-0.7	10.9	-0.5	1.7	-0.6	0.3	2.4	-2.1
N#Cc1c(-c2ccccc2)cc(C2CC2)nc1SCC(=O)c1cccs1	2.1	-12.2	-3.9	7.8	32.3*	.	1.6	-1.9	1.1
O=C(COC(=O)c1ccccc1C(=O)c1ccccc1)NCCc1ccccc1	.	4.1	4.9	-1.3	0.7	-11.7	.	-1.1	-3.6

Three entries from above, ordered by molar mass, ascending:
SMILES	D2 antag	TRHR enhancer	D2 PAM	TRHR ag	D1 ag	RXFP1 antagonist	D2 agonist	D1 antag	D1 PAM
N#Cc1c(-c2ccccc2)cc(C2CC2)nc1SCC(=O)c1cccs1	2.1	-12.2	-3.9	7.8	32.3*	.	1.6	-1.9	1.1
CCc1ccc(CNC(=O)c2ccc(NC(=O)N3CCSc4ncccc43)cc2)cc1	.	6.0	11.5	0.4	-0.1	-11.0	0.1	2.7	-2.6
CCOc1ccc(OCC)c(NC(=O)C2CCN(S(=O)(=O)c3c(C)[nH]c(=O)[nH]c3=O)CC2)c1	-24.5	1.8	0.4	1.5	0.8	4.1	-0.3	9.0	-10.9

Next part
SMILES	D2 antag	TRHR enhancer	D2 PAM	TRHR ag	D1 ag	RXFP1 antagonist	D2 agonist	D1 antag	D1 PAM
CCCC(=O)Nc1ccccc1NC(=O)CN(C)S(=O)(=O)c1ccccc1	3.4	-0.2	.	0.2	0.1	4.7	.	4.8	-2.9
Cc1cccc(-c2nn(-c3ccccc3)cc2C(=O)N(C)CC(=O)Nc2ccc(N3CCOCC3)cc2)c1	6.0	-0.2	7.3	-0.1	-0.9	-4.4	-0.3	-71.4*	-3.5
O=C(NCc1ccco1)c1ccc2c(=O)n(CC3CCCO3)c(=S)[nH]c2c1 (stereo not drawn)	-1.2	-3.6	-14.7	-0.2	-0.2	?	0.9	1.2	-8.6
CC1(c2ccccc2)NC(=O)N(CC(=O)Nc2ccc3c(c2)OCO3)C1=O (stereo not drawn)	14.3	4.1	-2.2	0.9	3.4	3.6	0.2	6.0	-3.2
CCOCCCN(C(=O)Cn1nnc(-c2ccc(C)o2)n1)C(C(=O)NCC1CCCO1)c1ccc(F)cc1 (stereo not drawn)	7.6	-3.2	1.3	-0.8	0.2	-8.1	0.8	-19.5	2.5
O=C(/C=C/c1ccccc1)Nc1ccc(C(=O)N2CCCCC2)cc1	4.1	-2.6	-0.9	0.1	2.6	-5.1	0.4	-1.9	-5.3
CC(OC(=O)c1cccc(NS(C)(=O)=O)c1)C(=O)Nc1ccc(N2CCOCC2)cc1 (stereo not drawn)	-1.4	5.1	8.8	0.0	-0.3	-0.9	-0.7	2.5	2.7

Screens (PubChem)
